Compound activity from PubChem.
Myeloid diff 2: compounds promoting myeloid differentiation | calls only at 10 µM | ER-HoxA9 myeloid progenitors, lysozyme-GFP differentiation, flow cytometry | AID 624256 | actives 1% (n = 360,000);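 active means normalized GFP-positive differentiation at or above the plate's own cutoff, the solvent-only control mean plus 3 SD; inconclusive means no clear call, values can overlap the other calls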;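 further: cells exposed to compound for four days before flow analysis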
Rac1 GTP hydrolysis: MgcRacGAP GTPase-activating activity inhibitors, confirmation, biochemical, ADP Hunter fluorescence; MgcRacGAP-stimulated Rac1 GTP hydrolysis, ADP Hunter fluorescence; higher % means a stronger effect; GST-tagged Rac1 F28L mutant substrate; one-dose inhibition, % at 30 µM; IC50 in µM for titrated hits; actives 0.6% (n = 340,000);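 active means first-screen hits whose inhibition reached a set limit at any dose in the follow-up dose series; inconclusive means inhibition above the set first-screen limit but never retested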;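 further: fluorescence reports GDP produced by GAP-driven GTP hydrolysis; strong numbers were not always called active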
Myeloid diff 2 GFP+ MAC1+ %: also measured in Myeloid diff 2; calls as there; GFP+ MAC1+ double positive, %; measured here: differentiation confirmed by MAC1 staining
An asterisk follows results filed as active; i = inactive; ? = inconclusive; / = no result given; + = active, no number.

SMILES	Myeloid diff 2	Myeloid diff 2 GFP+ MAC1+ %	Rac1 GTP hydrolysis
CCn1c(SCC(=O)N2CCCCC2)nc2c([nH]c3ccccc32)c1=O	i	1.2	4%
O=C(CCOc1cccc(Br)c1)Nc1ccc(F)c(S(=O)(=O)N2CCOCC2)c1	i	0.5	5%
Cc1cc(C(=O)COc2ccc(F)cc2Br)c(C)n1C1CC1	i	3.1	6%
CCOc1ccc(NS(=O)(=O)c2cccc(C(=O)N3CCN(C/C=C/c4ccccc4)CC3)c2)cc1	i	0.6	3%
Cn1c(=O)c2[nH]c(CCC3CCCC3)nc2n(C)c1=O	i	4.7	1%
CC[C@]12c3[nH]c4cc(-c5ccco5)ccc4c3CCN1C(=O)[C@@H](CC(=O)NC/C=C(\C)CCC=C(C)C)C[C@@H]2C(=O)N1CCN(C(=O)c2ccco2)CC1	i	1.5	8%
CC(=O)N(CC(=O)N(CC(=O)O)c1ccc(Cl)cc1)c1ccc(Cl)cc1	i	0.8	2%
Cc1ccc(NC(=O)c2cc(S(=O)(=O)NCC3CCCO3)ccc2F)cc1 (stereo unspecified)	i	0.6	-28%
c1ccc(NCCC2OCC3(CO2)COC(CCNc2ccccc2)OC3)cc1 (stereo unspecified)	i	1.4	4%
CCc1c(O)nc(SCC(=O)Nc2c(C)cccc2C)n(-c2ccc(F)cc2)c1=O	i	0.0	-1%
NC(=O)C(NN=C(c1ccccc1)c1ccccc1)c1ccccc1 (stereo unspecified)	i	0.9	15%
Cc1ccc(NC(=O)C(C)OC(=O)COc2cccc(C(F)(F)F)c2)cc1S(=O)(=O)N1CCOCC1 (stereo unspecified)	i	1.2	3%
COc1cc2c(c(OC)c1OC)C(c1ccc(O)cc1)CC(=O)O2 (stereo unspecified)	i	0.7	7%
N#Cc1ccccc1S(=O)(=O)N1CCC(C(=O)Nc2cccc(C(=O)NC3CC3)c2)CC1	i	0.7	0%
CC(Oc1ccccc1F)C(=O)NNC(=O)c1ccc(-n2cncn2)c([N+](=O)[O-])c1 (stereo unspecified)	i	0.4	-5%
COc1cccc(S(=O)(=O)N(C)C[C@@H]2Oc3cc(Br)ccc3S(=O)(=O)N([C@@H](C)CO)C[C@@H]2C)c1	i	0.3	10%
CC1=C(C(=O)N2CCOCC2)CC(CC(=O)NCCN2CCOCC2)C(=O)N1Cc1ccc(C(C)(C)C)cc1 (stereo unspecified)	i	0.1	6%
O=C(c1cccc(S(=O)(=O)N2CCCC2)c1)N1CCN(S(=O)(=O)c2cccc(Cl)c2)CC1	i	0.1	4%
Oc1cc(CNC2CCCCC2)c(O)cc1CNC1CCCCC1	i	1.9	-4%
O=C(O)CC1NC(=S)N(Cc2ccccc2)C1=O (stereo unspecified)	i	1.1	7%
CS(=O)(=O)N1CCCCC1CCN1CCCCC1 (stereo unspecified)	i	1.1	7%
O=[N+]([O-])c1cc(Br)c2c(c1)CCN2	i	0.5	7%
Cc1ccc(C)c(NC(=O)c2ccc3c(c2)CCN3S(C)(=O)=O)c1	i	2.0	6%
Cc1c(C(=O)OCC(O)=C(C#N)c2nc3ccccc3[nH]2)oc2ccc(Br)cc12	i	3.4	3%
COc1ccc(CSC2=C(C#N)C(=O)NC3(CCCCC3)S2)cc1	i	0.3	11%

A different layout for some results above:
SMILES | Myeloid diff 2 | Myeloid diff 2 GFP+ MAC1+ % | Rac1 GTP hydrolysis
O=C(O)CC1NC(=S)N(Cc2ccccc2)C1=O (stereo unspecified) | i | 1.1 | 7%
CS(=O)(=O)N1CCCCC1CCN1CCCCC1 (stereo unspecified) | i | 1.1 | 7%

(next part)
SMILES	Myeloid diff 2	Myeloid diff 2 GFP+ MAC1+ %	Rac1 GTP hydrolysis
O=C(NN=Cc1ccc2c(c1)OCO2)NN=Cc1ccc2c(c1)OCO2	i	0.9	-81%
O=C(NC(=O)c1c(F)cccc1F)Nc1cccc(Oc2ncc(Cl)cn2)c1	i	2.1	1%
CC(C)C(NC(=O)c1ccco1)C(=O)OCC(=O)N1CC(=O)Nc2ccccc21 (stereo unspecified)	i	0.2	1%
COc1ccc(C(=O)N/C(=C\c2cn(S(=O)(=O)N(C)C)c3ccccc23)C(=O)N2CCN(C)CC2)cc1OC	i	0.5	15%
COc1ccc(NC(=O)N(C)[C@H]2C[C@H]3c4[nH]c5ccc(-c6cccc(C)c6)cc5c4CCN3C[C@H]2[C@H](C)O)cc1	i	3.1	20%
CCNC1(C(N)=O)CCN(Cc2ccccc2)CC1	i	1.5	3%
COc1ccccc1CNS(=O)(=O)c1ccc(N2CCCC2)cc1Br	i	0.4	7%
C/C(Nc1ccc(Cl)cc1)=C1/CCOC1=O	i	1.5	3%
CC(C)(C)OC(=O)N1CCCC(C(=O)Nc2cccc(C(=O)N3CCOCC3)c2)C1 (stereo unspecified)	i	0.6	10%
O=c1cc(-c2ccccc2)ss1	i	0.5	7%
Cc1nc(N)[nH]c(=O)c1CCCNc1ccc([N+](=O)[O-])cc1	i	1.1	7%
CC(C)(C)OC(=O)C(C1NC(C(=O)O)C(C)(C)S1)N1C(=O)c2ccccc2C1=O (stereo unspecified)	i	0.4	1%
CC(C)CC1C(=O)N(Cc2cn(Cc3ccco3)nn2)CCS(=O)(=O)N1Cc1ccc(-c2ccc(F)cc2)cc1 (stereo unspecified)	i	0.6	18%
CCOC(=O)Nc1cc2c(c(N)n1)N=C(c1ccccc1)CN2	?	/	-22%
Cc1ccc(OCCC(=O)OCC(=O)NC2CCCCC2)cc1	i	1.3	-1%
COCCNC(=O)c1ccc(N2CC3CC(C2)c2cccc(=O)n2C3)c(NC(=O)c2ccccc2Cl)c1 (stereo unspecified)	i	1.6	4%
CCN(CC)C(=O)[C@H]1C[C@H](CC(=O)NCCC2=CCCCC2)C(=O)N2CCc3c([nH]c4cc(CCC(=O)N(C)C)ccc34)[C@]12C	i	0.5	11%
COc1cccc(CNS(=O)(=O)c2cc(Br)ccc2Br)c1	i	0.6	12%
COc1ccc(Br)cc1/C=N/Nc1ccc(S(=O)(=O)Nc2ccccc2C(=O)O)cc1[N+](=O)[O-]	i	0.1	9%
Cc1cccc(N=NC(=S)NNc2cccc(C)c2)c1	i	0.5	13%
CC(C)c1ccc(S(=O)(=O)Nc2ccc(-n3cnnn3)cc2)cc1	i	0.8	4%
CC(C)N(C(=O)[C@H]1C[C@H](CC(=O)NCCN2CCOCC2)C(=O)N2CCc3c([nH]c4ccc(Cl)cc34)[C@]12C)C(C)C	i	0.7	4%
CC(C)NC1CCC(Nc2ccnc3cc(Cl)ccc23)CC1 (stereo unspecified)	+	14*	23%
COc1ccc(S(=O)(=O)N(C)C[C@H]2OCCCC[C@@H](C)Oc3ccc(N(C)C)cc3C(=O)N([C@H](C)CO)C[C@@H]2C)cc1	i	0.8	26%
CCOC(=O)C1=C(COC(=O)CCCOc2ccccc2)NC(=O)NC1C (stereo unspecified)	i	0.7	5%

An excerpt of these results, as a markdown table:
| Molecule | Myeloid diff 2 | Myeloid diff 2 GFP+ MAC1+ % | Rac1 GTP hydrolysis |
| --- | --- | --- | --- |
| COc1ccccc1CNS(=O)(=O)c1ccc(N2CCCC2)cc1Br | i | 0.4 | 7% |
| C/C(Nc1ccc(Cl)cc1)=C1/CCOC1=O | i | 1.5 | 3% |
| CC(C)(C)OC(=O)N1CCCC(C(=O)Nc2cccc(C(=O)N3CCOCC3)c2)C1 (stereo unspecified) | i | 0.6 | 10% |
| O=c1cc(-c2ccccc2)ss1 | i | 0.5 | 7% |
| Cc1nc(N)[nH]c(=O)c1CCCNc1ccc([N+](=O)[O-])cc1 | i | 1.1 | 7% |
| CC(C)(C)OC(=O)C(C1NC(C(=O)O)C(C)(C)S1)N1C(=O)c2ccccc2C1=O (stereo unspecified) | i | 0.4 | 1% |

The listing continues.
SMILES	Myeloid diff 2	Myeloid diff 2 GFP+ MAC1+ %	Rac1 GTP hydrolysis
COc1ccc(NC(=O)COc2ccc(-n3cnnn3)cc2)cc1OC	i	0.5	0%
O=C1NC(=O)C2(CCCC2C(=O)O)N1 (stereo unspecified)	i	0.6	0%
COc1ccc(NC(=O)c2cccc(S(=O)(=O)N3CCc4ccccc43)c2)c(OC)c1	i	1.8	-5%
CC(C)(C)OC(=O)N(Cc1ccccc1)Cc1ccc(OCc2cccc(NC(=O)c3ccccc3)c2)cc1	i	0.9	9%
O=C(CN(CCO)Cc1ccccc1)N1CCN(S(=O)(=O)c2ccccc2)CC1	i	0.5	23%
C1=C[C@H]2CC[C@@H]1N(c1ccccc1)O2	i	3.2	6%
CC1(c2cccc(N)c2)OCCO1	i	0.2	-1%
CN1CCN(S(=O)(=O)NC[C@H]2O[C@@H](n3cnc4c(N)ncnc43)[C@H](O)[C@@H]2O)CC1	+	1.9*	-4%
Cc1ccc(NC(=O)CSc2nnc3n2CCCCC3)cc1S(=O)(=O)N1CCOCC1	i	0.8	7%
C[C@@H]1CN([C@@H](C)CO)S(=O)(=O)c2ccc(C#Cc3cccc(F)c3)cc2O[C@H]1CN(C)S(=O)(=O)c1cn(C)cn1	i	0.0	12%
NC(=O)c1ncn([C@@H]2O[C@H](CNCc3cc(Cl)ccc3OCc3ccc(Cl)cc3)[C@@H](O)[C@H]2O)n1	i	0.6	8%
CC1CCC(NC(=O)c2cccn2C)CC1 (stereo unspecified)	i	0.1	-3%
CN1OC[C@@H]2CN(Cc3ccccc3)[C@H](c3cccc(N4CCOCC4)c3)C[C@@H]21	i	1.1	7%
C#CCN(C[C@@H]1[C@@H](OC(=O)NCc2ccccc2)[C@@H](OC(=O)NCc2ccccc2)CN(C(=O)OC(C)C)N1C(=O)OC(C)C)S(=O)(=O)c1ccc(C)cc1	i	2.1	11%
CCN(C(=O)CSc1nnc(-c2ccccc2C)n1C)c1c(N)n(Cc2ccccc2)c(=O)[nH]c1=O	i	1.0	9%
Cc1nc2cc(Cc3ccccc3)ccc2o1	i	1.3	9%
Nc1nc(SCc2ccccc2[N+](=O)[O-])c2ncn(Cc3ccccc3)c2n1	i	1.4	8%
Cc1cccc(C(O)c2cnc(C)n2Cc2ccccc2)c1 (stereo unspecified)	i	0.7	6%
COc1cc(NC(=O)CN2C(=O)C(=O)N(CC(C)C)C2=O)cc(OC)c1	i	0.3	1%
COc1ccc(CCN2CC(=O)NC(=O)C2)cc1OC	i	0.5	4%
C1CN(CC2COC(CN3CCOCC3)CO2)CCO1 (stereo unspecified)	i	2.1	0%
C[C@H]1CN([C@@H](C)CO)C(=O)CCCn2nncc2CO[C@H]1CN(C)S(=O)(=O)c1ccc(F)cc1	i	0.8	13%
Cc1cc(C(=O)COC(=O)/C=C/c2cccc(Br)c2)c(C)n1C	i	0.1	6%
CCn1c(=O)c(C(=O)Nc2cccnc2)c(O)c2ccccc21	i	38	2%
COc1cccc(NC(=O)CN(C)C(=O)CNC(=O)c2ccc(C)s2)c1	i	0.1	8%

The list goes on.
SMILES	Myeloid diff 2	Myeloid diff 2 GFP+ MAC1+ %	Rac1 GTP hydrolysis
CCN1CCCC1CNC(=O)c1ccc2c(c1)NC(=O)/C(=C\c1ccccc1F)S2 (stereo unspecified)	i	1.1	20%
COc1ccc(-c2ccc(CN3C(C(C)C)C(=O)N(Cc4cn(CCC5OCCO5)nn4)CCS3(=O)=O)cc2)cc1 (stereo unspecified)	i	0.5	5%
O=[N+]([O-])c1ccc(CS(=O)Cc2ccccc2)cc1 (stereo unspecified)	i	0.4	5%
Cc1ccc(NC(=O)c2cc(S(=O)(=O)N3CCOCC3)ccc2Cl)cc1S(=O)(=O)N1CCOCC1	i	0.5	10%
CN(C)c1nc2c(cnn2C)c(=O)[nH]1	i	0.3	5%
O=C(C=Cc1ccccc1)CC(c1ccccc1)N1CCOCC1 (stereo unspecified)	i	4.2	12%
CC(Oc1ccc(Cl)cc1Cl)C(=O)NC(Cc1ccccc1)C(=O)O (stereo unspecified)	i	0.9	-2%
CCSc1nnc(SCC(=O)c2c(N)n(C)c(=O)n(C)c2=O)s1	i	1.4	4%
CC1C(=O)N(Cc2cn(Cc3ccco3)nn2)CCS(=O)(=O)N1Cc1ccc(-c2ccc(Cl)cc2)cc1 (stereo unspecified)	i	0.4	12%
O=C(COC(=O)CSc1ccc(F)cc1)NC1CC1	i	0.4	17%
O=C(O)C1=C[C@@H](O)[C@@H](O)[C@H](O)C1	i	1.7	-2%
CC1CCCCC1NC(=O)CSc1nnc(C(F)(F)F)n1C (stereo unspecified)	i	1.2	17%
CC(C)C(=O)Nc1cccc(S(=O)(=O)NC2=NCCC2)c1	i	1.0	7%
O=S(=O)(c1ccccc1)c1nc(-c2ccc(Cl)cc2)oc1NCCCN1CCOCC1	i	1.0	6%
CN(CCC#N)c1ccc(C=C(C#N)c2ccc(Br)cc2)cc1	i	1.1	5%
CCN(CC(=O)Nc1ccc(OC)cc1)CC(=O)Nc1cccc(S(=O)(=O)N2CCOCC2)c1	i	0.7	17%
Cc1ccc(C(=O)N2[C@@H]3CN(C)C(=O)[C@@]2(Cc2ccccc2)[C@H]2C(=O)N(C)C(=O)[C@@H]32)cc1	i	0.6	7%
CCN(CC(=O)Nc1ccc2c(c1)OCCO2)C(=O)C(C)Oc1ccc(F)cc1 (stereo unspecified)	i	0.0	8%
CCCn1cnc2c(SCc3ccccn3)nc(N)nc21	i	1.8	3%

This is a subset (hit frequency here may not be typical).
